M17LAP inhibition: P. falciparum M17LAP inhibitors, primary screen, biochemical, fluorogenic H-Leu-NHMec substrate, 1536-well (AID 1619). 220,000 tested, 0.38% active. one-dose inhibition, % at 30 µM; IC50 in µM for titrated hits. recombinant M17LAP, H-Leu-NHMec fluorogenic kinetic assay; higher % means a stronger effect. Leucine aminopeptidase (Plasmodium falciparum (isolate 3D7));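 active means compound inhibiting the enzyme by more than half at any dose during confirmatory dose-response retesting; inconclusive means strong single-dose inhibitors picked by rank but not retested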;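 further: plate controls were full reaction with DMSO carrier for no effect and no enzyme background for full effect; strong numbers were not always called active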
Autophagy mod: autophagy modulators in MEF cells, primary screen, imaging, high-content, MEF GFP-LC3 | MEF GFP-LC3 puncta imaging; test concentration mostly 10 µM | calls only at 10 µM (by protocol) | 190,000 tested, 0.98% active | AID 463193, 2010;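 active means percentage of spot-positive cells more than 3 SD above its plate mean, without a fluorescence outlier flag or 80% toxicity; inconclusive means no clear call, values can overlap the other calls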;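 further: spot-positive cell cutoff set from DMSO-treated cells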
Yfh1-depleted yeast: enhancers of respiration in Yfh1-depleted yeast, dose response, Friedreich's ataxia, plus single-dose screen (AID 1465); S. cerevisiae Yfh1-off respiration, WST-1 reduction, 72 h; higher fold induction means a stronger effect; fold induction at 50 µM; hits with a dose series show EC50 in µM; 220,000 tested, 0.074% active;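 active means fold induction of absorbance versus untreated yeast above a set limit, then at least 30% activation at any dose in follow-up; inconclusive means repeats straddling the limit, or above it without dose testing; inactive means fold induction below the set limit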;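 further: activators that raise dye reduction in frataxin-depleted yeast; strong numbers were not always called active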
P. falciparum M1AAP: P. falciparum M1AAP inhibitors, biochemical, fluorogenic H-Leu-NHMec substrate, 1536-well (AID 1445). recombinant M1AAP, H-Leu-NHMec fluorogenic kinetic assay; higher % means a stronger effect. inhibition, % at 30 µM, or IC50 in µM where a hit was titrated. 220,000 tested, 0.42% active;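 active means primary inhibition above the hit cutoff, then over 50% inhibition at one or more dose response concentrations, cut at about 23% in these data, passing the limit was not always enough; inconclusive means conflicting primary data, or primary hits not chosen for dose response; inactive means low primary inhibition, or under 50% at every dose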;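 further: plate controls were DMSO full reaction for no effect and no enzyme background for full effect; strong numbers were not always called active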
ER stress rescue: rescue of cells from ER stress-induced death, primary screen, 384-well, CSM14.1, thapsigargin, ATP luminescence (AID 1222) | CSM14.1 thapsigargin-induced death rescue, ATP luminescence; higher % means a stronger effect | cellular ATP content (survival), % at 20 µM, or EC50 in µM where a hit was titrated | 190,000 tested, under 10 active;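 active means EC50 below 50 µM in the dose-response confirmation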;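 further: death triggered by thapsigargin at about 15 µM added after 2 h compound pretreatment; cell ATP read after overnight thapsigargin exposure of roughly 18 to 22 hours; normalized against plate controls of thapsigargin alone and 5% DMSO vehicle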
Lipid droplet: inhibitors of hepatocyte lipid droplet formation, primary screen, imaging, high-throughput imaging, BODIPY stain; AML12 mouse hepatocytes, oleate lipid droplets; inhibition, % at 6.5 µM; 240,000 tested, 0.4% active;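 active means lipid droplet intensity inhibited by at least 50%, with more than 500 cells counted; inconclusive means wells with under 300 cells, treated as cytotoxic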
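Test system: AML12 hepatocytes (mouse); reagent: oleate loading, 100 µM; dosing: one dose, 6.5 µM compound; incubation: overnight exposure; signal: fluorescence imaging, 20x objective, two fields per well; read-out basis: % inhibition of corrected integrated BODIPY droplet signal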
Ins promoter up: insulin promoter activators in MIN6 cells, imaging, high-content screening, mouse beta cells | AID 1625, 2009 | 190,000 tested, 0.3% active | MIN6 insulin promoter-GFP reporter; active compounds read high | z-score at 5 µM;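 active means z-score above 3 at 5 µM with at least 500 cells counted in the well; inconclusive means wells under 500 cells, flagged as cytotoxic or low count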
MT stabilizer: microtubule stabilizers in HeLa cells, primary screen, imaging, high-content imaging; HeLa tubulin immunostaining HCS, 24 h; share of cells brighter than vehicle mean+2SD; % tubulin-high responders, % at 10 µM; 200,000 tested, 0.83% active;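 active means plate Z-score above 3 for both tubulin-high and condensed-nucleus cell shares, with cell loss under 80%, at 10 µM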;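 further: anti alpha tubulin signal scored within the nucleus-defined area of each cell; some results filed as inactive read as strong as hits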
Dynein transport: inhibitors of GR-EGFP nuclear translocation, primary screen, dynein cargo transport inhibitor project, imaging, high-content, 3617.4 mouse cells; test concentration mostly 20 µM; stimulated with dexamethasone, 1 µM; active compounds read low; z-score, hits read low; 220,000 tested, 0.47% active; AID 1381, 2008;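 active means plate z-score of nuclear minus cytoplasmic receptor signal below a set negative limit, without overly bright fluorescence or cell loss, cut at about -3.5 in these data, passing the limit was not always enough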;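 further: z-score of nuclear minus cytoplasmic ring GR-EGFP intensity difference per well; some compounds called inactive have numbers as strong as hits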
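Buffer or medium: tet-free, stripped-serum medium; Also added: dexamethasone, 1.0 µM final; Technique: high-content fluorescence imaging after fixation; Times: 48 h induction, 1 h compound, 30 min dex at 37 °C; Read-out: per-cell GR-EGFP intensity, nucleus versus surrounding cytoplasmic ring, well-averaged.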
Dynein transport cytoplasmic EGFP: further read-out of Dynein transport, marked with its call; z-score; measured here: cytoplasmic GR-EGFP intensity; active compounds read high
Dynein transport nuclear GR-EGFP: recorded beside Dynein transport, whose call it bears; z-score; measured here: nuclear GR-EGFP intensity;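 lower value marks the stronger effect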
Dynein transport cell count: recorded beside Dynein transport, whose call it bears; z-score; measured here: cell count per field
Ins promoter up cell count: further read-out of Ins promoter up, marked with its call; cell count; measured here: cytotoxicity, nuclei count;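 total cells summed across four imaged fields per well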
Lipid droplet cells 6.5 µM: second read-out of Lipid droplet, no call of its own (marks repeat the call); cell count; measured here: cell count, cytotoxicity flag;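 cells counted across two imaged fields per well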
MT stabilizer Hoechst-high %: further read-out of MT stabilizer, marked with its call; % Hoechst-high responders; measured here: nuclear condensation Hoechst responders;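 share of cells brighter than vehicle mean plus two SD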
MT stabilizer cytotoxicity %: recorded beside MT stabilizer, whose call it bears; toxicity, %; measured here: cytotoxicity by cell density;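 0% = mean cell density of plate MIN control wells and 100% = no cells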
Autophagy mod cell loss 18 h: further read-out of Autophagy mod, marked with its call; toxicity, %; measured here: cell loss, nuclei count;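 cell loss after 18 h compound exposure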
Starred values were filed as active, the others as inactive; i = inactive; ? = inconclusive; . = no result given; + = active, no number.

SMILES	M17LAP inhibition	Autophagy mod	Autophagy mod cell loss 18 h	Yfh1-depleted yeast	P. falciparum M1AAP	ER stress rescue	Lipid droplet	Lipid droplet cells 6.5 µM	Ins promoter up	Ins promoter up cell count	MT stabilizer	MT stabilizer Hoechst-high %	MT stabilizer cytotoxicity %	Dynein transport	Dynein transport cytoplasmic EGFP	Dynein transport nuclear GR-EGFP	Dynein transport cell count
CN(C)C(=O)NC(Nc1ccc(Cl)cc1Cl)C(Cl)(Cl)Cl (centres undefined)	4%	i	27	i	4%	0.6%	-29	668	-0.06	1823	2.4	2.2	6.1	0.23	-0.19	0.42	0.44
CCc1ccc(-c2nc(CN3CCC(C(=O)N4CCN(c5ccccn5)CC4)CC3)c(C)o2)cc1	3%	i	-12	.	2%	-1.1%	.	.	-2.7	888	2.4	2.0	17	-0.072	-0.21	0.36	0.22
O=C(Nc1ccc2c(c1)CCC2)C1COc2ccccc2O1 (centres undefined)	0%	i	12	i	8%	-0.1%	2	687	-0.45	1782	2.2	2.3	12	-0.62	-0.36	-0.4	0.02
N/C(=N\OC(=O)CCC(=O)O)c1ncc(C(F)(F)F)cc1Cl	-5%	i	-1	i	0%	.	-2	698	0.67	1262	2.0	2.4	1.4	0.17	-0.19	0.022	0.4
COc1ccc(C(Cl)=C(c2ccc(OC)cc2)c2ccc(OC)cc2)cc1	6%	i	34	i	-4%	-3.3%	-10	657	.	.	3.3	1.8	5.3	0.53	-0.27	0.46	0.4
O=C(CCN1C(=O)c2ccccc2C1=O)C1=NN[C@@H]2C(=O)N(c3ccc(F)cc3)C(=O)[C@H]12	14%	i	4	i	2%	0.8%	12	632	0.09	1352	4.9	1.1	8.8	0.13	-0.24	0.11	0.58
CO/N=C/NC(=O)N1OC[C@@H]2COc3ccc4ccccc4c3[C@@H]21	10%	i	-6	i	1%	-0.5%	14	776	0.81	920	1.8	1.3	0.8	-1	-0.34	-0.7	1.2
COc1ccc(/C=N/N=C2\SC(CC(=O)O)C(=O)N2c2ccccc2)cc1 (centres undefined)	34%	i	-12	i	10%	-2.5%	-2	632	0.03	1310	3.4	3.1	7.6	2.4	-0.043	1.4	-1.7
Cc1ccccc1NC(=O)c1cnn(-c2ccccc2)c1NC(=O)c1ccco1	.	i	4	i	.	0.4%	.	.	-0.37	1090	1.8	1.2	8.9	-0.53	-0.49	-0.24	0.4
O=C(COC(=O)CCC(=O)c1ccc(Cl)cc1)NCCc1ccccc1	11%	i	-1	i	5%	0.3%	-4	643	0.08	1102	3.4	1.5	1.8	0.066	-0.22	-0.28	0.19
CCCC(=Nc1ccc(N)cc1)C1=C(O)C(C(=O)OC)C(C)(C)CC1=O (centres undefined)	13%	i	3	i	1%	-1.1%	3	725	.	.	3.0	1.7	0.9	-0.75	-0.26	-0.4	0.13
Cc1cccc(N(C(=O)Cn2nnc(-c3ccccc3F)n2)C(C(=O)NC(C)(C)C)c2ccncc2)c1 (centres undefined)	1%	i	15	i	1%	1.1%	-2	704	-1	1446	2.3	1.2	2.5	0.62	-0.29	0.5	0.055
COc1ccc(-c2nnn(CC(=O)N(C3CCCCC3)C(C)C(=O)NC3CCCC3)n2)cc1OC (centres undefined)	0%	i	24	i	9%	2.1%	.	.	0.35	1019	3.9	2.0	8.1	-0.17	-0.21	0.26	-0.41
Cc1ccc(NC(=O)c2ccc3nc[nH]c3c2)cc1C	1%	i	5	i	2%	-5.2%	-7	590	0.18	1474	6.1	2.5	9.7	-0.1	-0.18	-0.0042	0.75
O=C(COc1cccc2cccnc12)NNC(=O)Nc1ccccc1	-2%	i	13	i	1%	-1.1%	-14	560	0.09	1503	4.0	1.5	9.9	1	-0.24	0.47	-0.012
O=C(N/N=C/c1cc2c(cc1[N+](=O)[O-])OCO2)c1cccnc1	-6%	.	.	i	6%	.	-1	714	-0.22	1000	.	.	.	1.5	0.67	1.6	-1.1
Cc1ccc(OCC(=O)Nc2ccc(S(=O)(=O)N3CCOCC3)cc2)c([N+](=O)[O-])n1	6%	i	2	i	4%	.	-10	736	-0.21	1182	1.0	2.1	4.1	-0.8	-0.23	-0.31	0.78
O=C(COC(=O)c1cccc(NS(=O)(=O)c2ccc(F)c(F)c2)c1)NC(=O)NC1CCCCC1	0%	i	-1	i	4%	3.6%	-14	629	0.32	1280	2.2	2.4	10	0.26	-0.31	-0.15	0.11
COCCN1CCC(CNCc2cn(-c3cc(C)ccc3C)nc2-c2ccccc2)C1 (centres undefined)	1%	i	-11	i	0%	-2.6%	-35	701	-0.32	1386	.	.	.	-0.36	-0.2	0.13	0.81
O=[N+]([O-])c1ccc(NCc2ccc(Cl)cc2)nc1	2%	.	.	i	10%	.	-11	550	-0.24	1400	.	.	.	-0.41	-0.24	-0.21	0.26
COc1cccc(-n2c(SCC(=O)N3CCOCC3)nnc2-c2c[nH]c3ccccc23)c1	5%	i	5	i	0%	0.1%	.	.	-1.6	790	2.7	3.5	5.0	0.53	-0.14	0.58	-0.54
Cc1cccc(OCc2n[nH]c(=S)o2)c1C	2%	i	8	i	4%	0.8%	-11	610	0.01	1360	3.3	1.2	1.5	0.42	-0.29	0.22	0.26
Cc1ccc(-c2cc(C(=O)Nc3sc4c(c3C(=O)NCc3ccco3)CCC4)[nH]n2)c(O)c1	-1%	i	15	i	0%	-3.1%	11	544	.	.	5.8	10	0.3	-0.35	0.28	0.34	-0.38
O=C(Nc1ccc(Cl)cn1)c1cnn2cccnc12	0%	i	12	i	-3%	-3.9%	9	782	-1	1232	3.4	1.4	8.2	-0.32	-0.3	-0.6	1
O=C1CCCN1S(=O)(=O)c1ccccc1	-2%	i	13	i	3%	-0.7%	-9	674	-0.66	1574	1.4	1.5	0.0	0.12	-0.26	0.22	0.32
O=C(NCCCCc1ccccc1)C12CN(Cc3ccccc3)CC1C(c1cccc([N+](=O)[O-])c1)=NO2 (centres undefined)	6%	i	-17	i	0%	-1.3%	0	591	0.31	1769	2.6	1.8	9.2	0.6	-0.19	0.58	-0.41
O=C(Nc1ccccc1N1CCN(c2ccccc2)CC1)C12CC3CC(CC(C3)C1)C2	18%	+	38*	i	-3%	0.4%	0	775	-0.83	617	3.2	1.9	5.9	-1.1	0.23	-0.22	1.2
CCCC1Cc2nc(N3CCCCC3)c(C#N)cc2CO1 (centres undefined)	-6%	i	5	i	1%	-2.2%	-5	710	-0.71	1135	4.5	2.3	10	1.7	-0.072	0.28	-1.9
COc1cc(/C=C2\SC(=S)N(c3cccnc3)C2=O)ccc1O	31%	.	.	i	?	.	-3	664	0.04	947	.	.	.	-0.13	-0.16	0.73	-0.49
CCCCCC(=O)NNC(=O)c1c(O)c2ccccc2n(CC)c1=O	17%	i	-1	i	15%	0.2%	16	705	-1.5	1647	3.2	3.5	5.3	-0.059	-0.3	0.21	-0.033
CCc1nnc(NC(=O)c2ccc(OC)cc2OC)s1	-4%	i	0	i	3%	-3.0%	-1	763	0.73	1235	1.1	0.1	18	-0.7	-0.25	0.0012	0.46
Cc1ccc(N2C(=O)c3ccccc3C2=O)cc1	13%	.	.	i	2%	.	18	711	0.63	1099	.	.	.	0.16	-0.26	0.5	-0.12
COc1ccc(NC(=O)N(CCN2CCCC2)Cc2cc3cc(OC)c(OC)cc3[nH]c2=O)cc1	12%	i	8	.	11%	-0.8%	.	.	-1.1	1345	4.3	2.7	3.6	-1.2	-0.28	-0.98	0.66
O=c1cc(Cn2nnc(-c3ccc(Cl)cc3)n2)nc2sccn12	7%	i	20	i	4%	2.2%	.	.	-0.49	1276	2.2	2.0	4.2	-0.92	-0.18	-0.1	0.17
Cc1ccc(-c2nnc(Nc3ccc4c(c3)OCO4)c3ccccc23)cc1S(=O)(=O)NCCO	3%	i	8	i	8%	-1.1%	-58	692	-1.2	1378	5.4	1.4	11	0.56	-0.069	0.48	0.49
N#CC1=C(N)N(c2ccc(Oc3ccccc3)cc2)C(=O)C1	-23%	i	-2	i	15%	.	17	688	-0.14	1288	2.6	2.1	2.6	0.63	-0.19	0.58	-0.23

For reference, two of the compounds above.
SMILES	M17LAP inhibition	Autophagy mod	Autophagy mod cell loss 18 h	Yfh1-depleted yeast	P. falciparum M1AAP	ER stress rescue	Lipid droplet	Lipid droplet cells 6.5 µM	Ins promoter up	Ins promoter up cell count	MT stabilizer	MT stabilizer Hoechst-high %	MT stabilizer cytotoxicity %	Dynein transport	Dynein transport cytoplasmic EGFP	Dynein transport nuclear GR-EGFP	Dynein transport cell count
COc1ccc(NC(=O)N(CCN2CCCC2)Cc2cc3cc(OC)c(OC)cc3[nH]c2=O)cc1	12%	i	8	.	11%	-0.8%	.	.	-1.1	1345	4.3	2.7	3.6	-1.2	-0.28	-0.98	0.66
O=c1cc(Cn2nnc(-c3ccc(Cl)cc3)n2)nc2sccn12	7%	i	20	i	4%	2.2%	.	.	-0.49	1276	2.2	2.0	4.2	-0.92	-0.18	-0.1	0.17

Compound activity from PubChem BioAssay.
